TAG inh = inhibitors of triacylglycerol accumulation | H9c2 cells, Nile Red lipid (TAG) fluorescence; cells loaded with 200 µM oleic acid | inhibition, % at 12.5 µM | hit rate 0.66% among 230,000 | AID 651582;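 active = pattern-corrected inhibition of lipid staining of at least 50% with the nuclear-stain viability signal not falling by more than 50%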;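 also: 0% = DMSO wells and 100% = triacsin C control wells; some results filed as inactive read as strong as hits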
TAG inh DAPI viability = recorded beside TAG inh, whose call it bears; DAPI nuclei signal change (viability), lower = more cytotoxic, %;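 whole-well DAPI fluorescence read on a plate reader as a viability signal; minus 50 percent equals half of cells still viable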
* hit, by the source's call.

The first 16 entries, to show the layout:
SMILES	TAG inh	TAG inh DAPI viability
CCOC(=O)c1ccc(NC(=O)CN2C(=O)C(CC)SC(CC)C2=O)cc1 (stereo not given)	3	7
CC(=O)N1CCN(C(=O)c2cc3c(s2)CCCC3)CC1	17	-15
O=C(COc1ccccc1)Nc1nnc(-c2ccc3c(c2)CCCC3)o1	-7	-5
C/C(=N\Nc1ccccn1)c1ccc(OC(F)F)cc1	2	-17
Cc1ccccc1NC(=O)C1CCCN(S(=O)(=O)c2cnc[nH]2)C1 (stereo not given)	3	-1
Cc1cccc(N2C(=O)CC(Sc3nc(C)cc(C)n3)C2=O)c1 (stereo not given)	8	-5
COCCN1C(=O)N[C@@H](c2ccccc2)C(C(=O)OC)=C1C	4	-8
O=C(NNS(=O)(=O)c1ccc(F)cc1)c1cnccn1	8	-11
O=C(O)COCC(=O)NC1CCN(Cc2ccccc2)CC1	2	-9
CCOC(=O)c1ccc2c(c1)nc(SCc1cn3ccsc3n1)n2CC	-4	3
Cc1ccc(NC(=O)CN(C)C(=O)c2ccc(Cl)c(S(=O)(=O)NCc3ccco3)c2)cc1	12	-5
CCOC(=O)c1c(CN2CCN(CCO)CC2)n(-c2ccccc2)c2cc(Br)c(O)cc12	22	1
COc1ccc(NC(=O)/C=C/c2c(Cl)nc3ccccn23)cc1	22	-14
COc1cccc(CNC(=O)c2cccnc2Sc2ccc(Cl)cc2)c1	3	2
O=C(COc1ccc(F)cc1)c1c(O)cc(O)cc1O	-9	1
COc1ccc(CNC(=O)C/C(C)=N/NC(=O)c2ccc([N+](=O)[O-])cc2Cl)cc1	-11	3

The list itself, from the start:
SMILES	TAG inh	TAG inh DAPI viability
CCOC(=O)c1ccc(NC(=O)CN2C(=O)C(CC)SC(CC)C2=O)cc1 (stereo not given)	3	7
CC(=O)N1CCN(C(=O)c2cc3c(s2)CCCC3)CC1	17	-15
O=C(COc1ccccc1)Nc1nnc(-c2ccc3c(c2)CCCC3)o1	-7	-5
C/C(=N\Nc1ccccn1)c1ccc(OC(F)F)cc1	2	-17
Cc1ccccc1NC(=O)C1CCCN(S(=O)(=O)c2cnc[nH]2)C1 (stereo not given)	3	-1
Cc1cccc(N2C(=O)CC(Sc3nc(C)cc(C)n3)C2=O)c1 (stereo not given)	8	-5
COCCN1C(=O)N[C@@H](c2ccccc2)C(C(=O)OC)=C1C	4	-8
O=C(NNS(=O)(=O)c1ccc(F)cc1)c1cnccn1	8	-11
O=C(O)COCC(=O)NC1CCN(Cc2ccccc2)CC1	2	-9
CCOC(=O)c1ccc2c(c1)nc(SCc1cn3ccsc3n1)n2CC	-4	3
Cc1ccc(NC(=O)CN(C)C(=O)c2ccc(Cl)c(S(=O)(=O)NCc3ccco3)c2)cc1	12	-5
CCOC(=O)c1c(CN2CCN(CCO)CC2)n(-c2ccccc2)c2cc(Br)c(O)cc12	22	1
COc1ccc(NC(=O)/C=C/c2c(Cl)nc3ccccn23)cc1	22	-14
COc1cccc(CNC(=O)c2cccnc2Sc2ccc(Cl)cc2)c1	3	2
O=C(COc1ccc(F)cc1)c1c(O)cc(O)cc1O	-9	1
COc1ccc(CNC(=O)C/C(C)=N/NC(=O)c2ccc([N+](=O)[O-])cc2Cl)cc1	-11	3
COc1cc(O)c(C(CC(=O)N2CCOCC2)c2ccc3c(c2)OCO3)c(OC)c1 (stereo not given)	-8	5
N#CCC(=O)N/N=C/c1cc([N+](=O)[O-])ccc1N1CCCC1	-11	3
CCc1nc2c(c(=O)c3ccccc3n2C)c(=O)n1-c1ccc(F)cc1	-3	9
Cc1nn(CC(=O)NC2CCS(=O)(=O)C2)c(C)c1S(=O)(=O)N(C)C (stereo not given)	12	-6
Cc1ccc(S(=O)(=O)N(C)C)cc1NC(=O)c1ccncc1	0	9
CCN1CCN(CC(=O)Nc2cc(C(F)(F)F)ccc2OCCOC)CC1	-5	10
Cc1ccc(-c2cnc3c(Nc4cccc(OC(F)(F)C(F)F)c4)nccn23)cc1	19	-1
CC(=O)Nc1ccc(S(=O)(=O)N(C)CC(=O)OCC(=O)N(CC(C)C)C2CCS(=O)(=O)C2)cc1 (stereo not given)	3	0
COc1cccc(OC)c1C(=O)N1CCN(Cc2cccnc2)CC1	-2	5
O=C(C1CCCO1)N1CCC(O)(c2ccccc2)CC1 (stereo not given)	2	-7
CC1=CC(c2ccccc2)n2nc(N3C(=O)C4CC=CCC4C3=O)nc2N1 (stereo not given)	-6	9
COc1cccc(-c2cc(C(=O)Nc3cccnc3)c3ccccc3n2)c1	10	-5
COc1ccccc1NC(=O)CN1C(=O)CCS(=O)(=O)c2ccccc21	9	-7
Cc1nnc(SCC(=O)N(CC(C)C)C2CCS(=O)(=O)C2)n1N (stereo not given)	-13	-3
Cc1ccc(-c2cc(C(F)F)nc(NCc3cccnc3)n2)cc1	12	-2
Cc1cccc(NC(=S)NC(=O)/C=C/c2ccco2)c1	14	-19
O=C(Nc1ccc2c(c1)OCO2)c1cc(C2CC2)on1	-2	0
CCc1ccc(CCC(=O)N2CCN(S(=O)(=O)c3ccc(Br)cc3)CC2)cc1	0	-3
COCCCNC(=O)C[C@H]1C[C@H](C(=O)N2CCCCC2)[C@@]2(C)c3[nH]c4cc(-c5ccco5)ccc4c3CCN2C1=O	-7	6
O=C(Nc1nnc(C2CC2)s1)c1ccco1	-5	-6
CCCCOc1ccc(C(=O)NCC(=O)NC2CC2)cc1	16	3
CNc1cncc(-c2ccc(F)cc2F)n1	6	16
Cc1cccc(-n2cnc(C(=O)O)c2)n1	-9	4
COc1cccc(S(=O)(=O)N2CCN(C(=O)c3ccco3)CC2)c1	-7	6
CC12CCC(=O)N1C(C(=O)NCCN1C(=O)S/C(=C\c3ccccc3F)C1=O)CS2 (stereo not given)	-3	3
O=c1cc(CSc2nnc(COc3cccc4ccccc34)o2)c2ccccc2[nH]1	-6	0
CC(=O)c1ccc(S(=O)(=O)Nc2ccc(C(=O)NCC(c3ccccc3)N(C)C)cc2)cc1 (stereo not given)	7	-6
CC(C)Oc1ccc(NC(N)=O)cc1	-3	0
Cc1cc(NC(=O)COC(=O)c2ccccc2Cl)no1	-17	-7
O=C(Nc1ccccc1O)c1nc(Cl)ccc1Cl	0	-7
O=C(Nc1ccc(S(=O)(=O)N2CCCC2)cc1)c1ccc(F)cc1	3	-3
CN(C)c1ccc(C2/C(=C(/O)c3ccccc3)C(=O)C(=O)N2CCCC(=O)O)cc1 (stereo not given)	2	3
SC(COCc1ccccc1)CN1CCN(Cc2ccc3c(c2)OCO3)CC1 (stereo not given)	-9	35
COc1ccc(OC)c(Nc2cc(C)c3ccccc3n2)c1	1	9
Cc1c(C(=O)O)cccc1-c1ccc(/C=C2/NC(=O)N(c3ccccc3)C2=O)o1	10	1
Cc1cc2oc(=O)cc(Cn3ccnc3)c2cc1C	-12	7
N#CC(C#N)=C1c2cc(S(=O)(=O)NCCO)ccc2-c2ccc(S(=O)(=O)NCCO)cc21	-1	2
COc1ccc(-n2c(=O)c3ccccc3n(CC(=O)NC3CCCCC3)c2=O)cc1	18	-7
Cc1cccc(C)c1OCc1cc(C(=O)N(C)CCc2ccccn2)no1	-1	1
N#Cc1ccccc1COC(=O)c1cccnc1N	-9	4
O=Cc1c(NCc2cccc(F)c2)c2ccccc2[nH]c1=O	7	-3
CNC(=O)C1CCN(S(=O)(=O)c2c(C)noc2/C=C/c2ccccc2F)CC1	20	-3
O=C(NNC(=O)c1ccco1)c1csc(N2CCOCC2)n1	-14	4
COCCN(CCOC)C(=S)Nc1ccccc1	0	-5

Later entries
SMILES	TAG inh	TAG inh DAPI viability
Cc1cc(C(=O)OCC(=O)Nc2ccccc2)c(C)o1	8	1
Cc1ccc(Cl)cc1NC(=S)N1CCCCCC1	-11	5
Cc1cccc2nc3ccccc3nc12	3	4
O=c1cc(CO)oc(C(Nc2ccccn2)c2ccc(F)cc2)c1O (stereo not given)	-6	4
Clc1ccc(C2Nc3cccc4cccc(c34)N2)c(Cl)c1	34	-10
CCCCC(CC)c1nnc(NC(=O)c2cccs2)s1 (stereo not given)	27	-13
CC(C)COc1cccc(C(=O)NNC(=O)C2COc3ccccc3O2)c1 (stereo not given)	-8	1
Cc1nn(Cc2ccc(Cl)cc2)c(C)c1NC(=O)c1c(-c2ccccc2)noc1C	31	0
O=C(c1ccc([N+](=O)[O-])s1)N1CCc2ccccc2C1	9	-6
Cn1c(=O)c(C#N)c(-c2ccc(F)cc2)c2cc(C(=O)c3cc(Cl)cc(Cl)c3O)cnc21	14	-2
CCc1nnc(NC(=O)c2ccc(S(C)(=O)=O)cc2)s1	7	-1
COc1cccc(C2C(C(=O)OCc3ccccc3)=C(C)Nc3ncnn32)c1OC (stereo not given)	6	0
C=CCC[C@H](Cc1ccc(F)cc1)C(=O)OC[C@H](Cc1c[nH]c2ccccc12)NC(=O)[C@H](CC=C)CC(=O)N(CCO)Cc1ccccc1	18	4
Cc1cccc(N2CCC(N3CCN(C4CCCCC4)C(CCO)C3)CC2)c1C (stereo not given)	6	14
CSc1nsc(SCC(=O)N2CCN(c3ccccc3)CC2)n1	2	0
O=C(Nc1cccc(F)c1)Nc1ccnn1C1CCN(C(=O)c2cscn2)CC1	10	-6
Cc1cccc(OCc2nc3ccccc3c(=O)n2N)c1	-16	7
COc1ccccc1-c1nn(-c2ccccc2)cc1C(=O)NC1CC1	11	1
CN(C(=O)c1cccc([N+](=O)[O-])c1)c1ccccc1C(=O)NCc1ccccc1	-10	-2
CC1CCCCN1C(=O)c1ccc(NC(=O)c2ccccc2Cl)cc1 (stereo not given)	-7	-2
Cc1cc([N+](=O)[O-])nn1CC(=O)c1ccccc1	6	0
CC1CCCCN1CC(=O)NCc1ccc2c(c1)OCO2 (stereo not given)	14	-13
Cc1cccc(C)c1N1CCN(c2ccc3nnc(C(F)(F)F)n3n2)CC1	14	22
COc1ccc(N2C(=O)CC(C#N)=C2N)cc1	7	5
CCN(CC(=O)NCc1ccc(Cl)cc1)Cc1cc(=O)n2ccsc2n1	4	-11
CCOc1ncccc1C(=O)NNC(=O)c1cccc(S(=O)(=O)N2CCOCC2)c1	3	5
COc1ccc(C2CC(c3ccc(OC)cc3)n3nc(NC(=O)c4ccco4)nc3N2)cc1 (stereo not given)	7	1
Cc1csc(N2CCN(c3cc4nc(-c5ccncc5)[nH]c4cc3Cl)CC2)n1	-14	14
O=C(Nc1ccccc1C(=O)OC1CCOC1=O)c1ccco1 (stereo not given)	-21	6
CC(=O)c1cccc(OCC(=O)Nc2cc(S(=O)(=O)N3CCOCC3)ccc2N2CCCC2)c1	-7	-2
CCc1ccc(NC(=O)C(C)OC(=O)c2cccc(S(=O)(=O)N3CCc4ccccc4C3)c2)cc1 (stereo not given)	-4	-2
CCOC(=O)C1=C(COC(=O)c2ccc(OC)c(S(=O)(=O)N3CCOCC3)c2)NC(=O)NC1C (stereo not given)	-4	-6
COC(=O)C(CC(C)C)NC(=O)c1ccc([N+](=O)[O-])cc1 (stereo not given)	-13	-3
O=C(O)c1ccc(S(=O)(=O)Nc2ccc(O)c(Sc3nc4ccccc4s3)c2)cc1	-1	5
Cc1cccc(C(=O)OCC(=O)NCCNC(=O)COC(=O)c2cccc(C)c2C)c1C	6	-2
CC(=O)c1ccc(NS(=O)(=O)c2cccc3cccnc23)cc1	-3	-2
O=[N+]([O-])c1c(NCCO)cc(N2CCCCCC2)c2nonc12	-8	0
CN1CCN(c2nc(-c3ccc(Br)cc3)nnc2-c2ccccc2)CC1	25	-2
NS(=O)(=O)c1ccc(CCNC(=O)c2cccc([N+](=O)[O-])c2)cc1	1	9
CCOc1ccc(NC(=O)Cn2nnc(-c3ccccc3NC(=O)C3CC3)n2)cc1	72*	-20*

Compound profiles, from the list above. Order of screens: TAG inh	TAG inh DAPI viability
`COc1ccc(C2CC(c3ccc(OC)cc3)n3nc(NC(=O)c4ccco4)nc3N2)cc1` (stereo not given) is entered as 7	1
`CCN(CC(=O)NCc1ccc(Cl)cc1)Cc1cc(=O)n2ccsc2n1` is entered as 4	-11

(next part)
SMILES	TAG inh	TAG inh DAPI viability
COC(=O)c1nn(-c2ccccc2)nc1-c1nn(-c2ccccc2)nc1C(=O)OC	1	-2
COc1cc(/C=C/C(=O)N(Cc2ccccc2)c2ccccn2)cc(OC)c1OC	0	-9
Cc1ccc(S(=O)(=O)c2nc(C)oc2N2CCOCC2)cc1	-15	-1
COc1ccccc1Oc1ccc(S(=O)(=O)N2CCCCC2)cc1NC(=O)CCNC(C)=O	9	5
O=C(N/N=C/c1ccc(Cl)cc1)c1nc2ccc([N+](=O)[O-])cc2c(=O)[nH]1	4	-1
CN(Cc1cccs1)C(=O)Cn1cnc2cc([N+](=O)[O-])ccc2c1=O	5	-4
CC(=O)Nc1ccc(S(=O)(=O)N(C)CC(=O)N2CCN(C(=O)c3ccco3)CC2)cc1	-11	0
C[C@H]1NC(=O)[C@@]2(C)[C@@H](c3ccccc3)[C@H]3COc4ccccc4[C@H]3N2C1=O	1	-1
CCN(Cc1ccccc1)c1ccc(/C=N/NS(=O)(=O)c2ccc(C)c([N+](=O)[O-])c2)cc1	7	-16
Cc1noc(C)c1COc1ccc(C(=O)NNC(=O)c2ccccc2F)cc1	20	-30
CN(C)NC(=O)c1cccc(Cl)c1	0	2
O=C(c1ccco1)N1CCN(S(=O)(=O)c2ccc3c(c2)CCN3C(=O)C2CC2)CC1	-35	15
C1=CC2=NC34CCCCC3CC3=C(CCCC3)N4C2=CC1=NC1CCCCC1 (stereo not given)	23	-4
COC(=O)c1cc(N=C(N)N=C(N)N)cc(C(=O)OC)c1	13	-4
Cc1cc(C)nc(SCc2nnc(SCC(N)=O)n2Cc2ccco2)n1	0	-2
COc1cccc(-c2cc(N3CCN(C(=O)c4ccoc4)CC3)n3nc(-c4cccc(Cl)c4)cc3n2)c1	30	73
CCNC(=O)CN1c2cccc3cccc(c23)S1(=O)=O	0	-4
CC1CCN(S(=O)(=O)c2nnc(NC(=O)c3ccccc3Br)s2)CC1	-4	-5
CCOC(=O)c1cnn2c(C(F)F)cc(C3CC3)nc12	-16	19
O=[N+]([O-])c1ccc(N2CCCCCC2)c(S(=O)(=O)N2CCCCC2)c1	-3	0

Screening results (PubChem)

A portion of the library; count on the stated rates, not on these rows.
